# From PubChem BioAssay
# PGK inhibitor – qHTS Assay to Find Inhibitors of Phosphoglycerate Kinase; PGK/GAPDH coupled, Kinase-Glo luminescence, 60 min; Potency, µM (highest dose often 57.5 µM), for the others: top-dose activity change, negative = inhibition, most hits filed as inhibitors; hit rate 0.043% among 380,000; note: % is set by controls: 0 for no effect and ±100 for the full control effect; nearly all actives have a fitted effect of over 60% in size
#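 Recombinant glycosomal PGK reaction used 1,3-bisphosphoglycerate generated in-well by GAPDH (100nM final) in 100mM TEA pH 7.6, 5mM MgCl2, 0.01% Tween-20. After 60 minutes at room temperature, ATP was read by Kinase-Glo Plus luminescence end-point.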
# GLS inh – qHTS for Inhibitors of Glutaminase (GLS) | Glutaminase kidney isoform, mitochondrial (Homo sapiens), O94925 | GLS enzymatic activity, qHTS titration | Potency, µM (series often up to 45.5 µM), without a hit: at the highest dose activity change, negative = inhibition, hits mostly inhibitors | hit rate 0.21% among 410,000 | AID 624170, 2012; note: % is set by controls: 0 for no effect and ±100 for the full control effect
# Target sequence (O94925 whole entry, looked up, canonical isoform): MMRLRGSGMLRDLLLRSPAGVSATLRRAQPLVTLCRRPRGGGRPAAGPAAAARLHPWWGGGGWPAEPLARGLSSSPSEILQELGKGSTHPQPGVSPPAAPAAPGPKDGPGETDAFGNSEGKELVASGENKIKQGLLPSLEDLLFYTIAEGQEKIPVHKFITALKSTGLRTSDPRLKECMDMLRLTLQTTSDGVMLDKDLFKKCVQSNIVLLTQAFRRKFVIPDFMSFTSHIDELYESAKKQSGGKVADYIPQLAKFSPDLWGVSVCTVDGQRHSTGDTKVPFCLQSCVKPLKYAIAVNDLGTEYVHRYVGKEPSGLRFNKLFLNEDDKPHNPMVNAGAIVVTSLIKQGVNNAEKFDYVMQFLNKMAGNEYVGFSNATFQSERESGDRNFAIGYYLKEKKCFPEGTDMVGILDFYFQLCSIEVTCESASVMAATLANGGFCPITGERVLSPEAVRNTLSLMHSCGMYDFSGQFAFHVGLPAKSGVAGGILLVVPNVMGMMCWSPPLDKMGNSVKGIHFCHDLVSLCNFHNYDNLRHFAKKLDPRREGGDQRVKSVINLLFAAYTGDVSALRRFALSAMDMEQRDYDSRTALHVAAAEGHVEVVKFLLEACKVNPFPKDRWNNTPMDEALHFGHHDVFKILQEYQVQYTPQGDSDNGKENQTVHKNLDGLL
#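 Human kidney-isoform GLS in 45 mM KH2PO4 pH 8.2, 0.02% Tween-20, with compound, started with 1mM L-Glutamine (added stock). Glutamate oxidase/HRP/Amplex red coupled fluorescence read at start and after 30 min at RT.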
# JMJD2A Tudor inh – qHTS Assay for Inhibitors of JMJD2A-Tudor Domain; Lysine-specific demethylase 4A (Homo sapiens), O75164; AlphaScreen JMJD2A-Tudor / H3K4me3 peptide binding; Potency, µM (titrated, usually from 114 µM), without a hit: top-dose activity change, negative = inhibition, usual class: inhibitors; hit rate 4.4% among 390,000; note: % is set by controls: 0 for no effect and ±100 for the full control effect; nearly all actives have a fitted effect of over 50% in size
# BLM helicase inh – qHTS Assay for Inhibitors of Bloom's syndrome helicase (BLM) | RecQ-like DNA helicase BLM (Homo sapiens), P54132 | hit rate 0.2% among 350,000 | Potency, µM (highest dose often 56.1 µM), without a hit: top-dose activity change, negative = inhibition, actives largely listed as inhibitors | AID 2528, 2010 | recombinant BLM DNA unwinding, fluorescence dequenching;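 note: plate controls were vehicle for no effect and no enzyme for full effect; nearly all actives have a fitted effect of over 35% in size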
# HP1b chromo inh – HTS for Inhibitors of HP1-beta Chromodomain Interactions with Methylated Histone Tails. hit rate 0.56% among 390,000. Potency, µM (series often up to 114 µM), inactives show at the top dose activity change, negative = inhibition, usual class: inhibitors. AID 540317, 2011. AlphaScreen HP1-beta / biotin-H3K9me3 peptide binding. Chromobox protein homolog 1 (Homo sapiens), P83916; note: nearly all actives have a fitted effect of over 70% in size; inactives centre near 23
# Target sequence (P83916 whole entry, looked up): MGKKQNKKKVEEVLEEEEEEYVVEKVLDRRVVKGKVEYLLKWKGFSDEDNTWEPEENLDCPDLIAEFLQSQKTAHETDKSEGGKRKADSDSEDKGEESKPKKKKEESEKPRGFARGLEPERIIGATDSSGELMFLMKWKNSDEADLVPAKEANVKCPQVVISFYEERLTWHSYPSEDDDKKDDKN
#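 Compound inhibition of the preformed complex between 50 nM HP1-beta and 50 nM biotinylated H3K9me3 peptide was read by AlphaScreen. Buffer was PBS pH 7.4 with 0.01% Tween-20. Incubations ran 30 min at room temperature, with 10 ug/mL donor/acceptor beads.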
# Pol iota inh – qHTS for Inhibitors of Polymerase Iota. Pol iota fluorescent replication assay, 10 min. DNA polymerase iota (Homo sapiens), Q9UNA4. hit rate 1% among 390,000. AID 588590, 2011. Potency, µM (doses to about 115 µM), for inactives: at the top dose activity, negative = inhibition, usual class: inhibitors
#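 Pol iota at 10 nM preincubated 15 min with compounds at room temperature; reaction started with fluorescent substrate, 50 nM final. Fluorescence read kinetically at 0 and 10 min; buffer-only wells as negative control.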
# G9a block – qHTS Assay for Inhibitors of Histone Lysine Methyltransferase G9a | Histone-lysine N-methyltransferase EHMT2 (Homo sapiens), Q96KQ7 | AID 504332, 2011 | Potency, µM (titrated, usually from 102 µM), for the others: at the top dose activity, negative = inhibition, hits mostly inhibitors | hit rate 8.8% among 350,000 | G9a H3K9 monomethylation, AlphaScreen, 2 h; note: % is set by controls: 0 for no effect and ±100 for the full control effect; nearly all actives have a fitted effect of over 75% in size
#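 Quantitative HTS format: methyltransferase activity on a biotin-tagged H3K9 peptide is measured by AlphaScreen, using a rabbit anti-monomethyl-H3K9 antibody with streptavidin donor and anti-IgG acceptor beads. Final levels are 20 nM enzyme, 500 nM peptide, 20 uM SAM; 2 h RT.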
# Pin1 inh – qHTS Assay to Find Inhibitors of Pin1; Pin1 FP peptide displacement, HiFluor488, 10 min; Potency, µM (top dose mostly 115 µM), without a hit: top-dose activity, negative = inhibition, hits mostly inhibitors; hit rate 0.009% among 390,000; AID 504891, 2011; active = well fitted inhibition curve with a large enough effect in the polarisation, with a control signal flat, not every such curve was filed as active; inconclusive = small, poorly fitted or top-dose-only effect, or effect the other way, or a change in a side signal; inactive = no such curve, though single readings can be large or run the other way; the % refers to the polarisation; note: % is set by controls: 0 for no effect and ±100 for the full control effect
# Target sequence (Q13526 whole entry, looked up): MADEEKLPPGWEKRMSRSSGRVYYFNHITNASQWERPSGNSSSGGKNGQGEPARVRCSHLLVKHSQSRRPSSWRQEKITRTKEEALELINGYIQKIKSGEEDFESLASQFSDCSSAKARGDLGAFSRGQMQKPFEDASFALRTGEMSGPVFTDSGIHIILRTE
# BAZ2B inh – qHTS Assay for Inhibitors of BAZ2B; AlphaScreen BAZ2B-H3K14Ac peptide displacement; Potency, µM (titrated, usually from 114 µM), inactives show top-dose activity change, negative = inhibition, usual class: inhibitors; hit rate 4.4% among 360,000; note: % is set by controls: 0 for no effect and ±100 for the full control effect; nearly all actives have a fitted effect of over 60% in size
#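 AlphaScreen displacement of biotin-H3(5-23)K14Ac peptide (50 nM final) from BAZ2B (50 nM final) in PBS pH 7.4, 0.01% Tween-20; complex preformed 30 min RT, then compounds (top 110 uM) 30 min RT, beads 20 min dark.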
# The depositor's hits bear a star; i = inactive; ? = inconclusive; · = not tested or not shown; & = joins results of further samples; [ ] = dose if it differs, or a comment. Unless noted, calls come from the whole dose curve; as a rule, active = well fitted curve in the direction sought with a large enough effect; inconclusive = small, poorly fitted or top-dose-only effect, or another doubt; inactive = no such curve, though single readings can be large; an effect the other way counts as inactive or inconclusive. Potency is the fitted concentration of half-maximal effect. An excerpt; count on the stated rates, not on these rows.
nr	PGK inhibitor	GLS inh	JMJD2A Tudor inh	BLM helicase inh	HP1b chromo inh	SMILES	Pol iota inh	G9a block	Pin1 inh	BAZ2B inh
1	-1%	-5%	-7%	0%	40%[activator]	CCOc1ccc(-c2c(C)n([O-])c3c([n+]2=O)CCCCC3)cc1	1%	-4%	-5%	-8%
2	-9%	8%	-19%	-14%	86%[activator]	Cc1cc(-c2ccc(C)c(S(=O)(=O)NCc3ccc(Br)cc3)c2)on1	24%	16%[59 µM]	-3%	2%
3	9%	15%	-19%	-6%	5%	CCCCOc1cccc(C(=O)NNC(=S)NC2CCCCC2)c1	4%	-21%[59 µM]	-3%	5%
4	5%	17%	-19%	70%[activator]	62%[activator]	CC1CCCCN1CCNC(=O)c1cc2c(=O)n(C)c3ccccc3c2n1C (stereo not given)	-29%	?	-26%	-6%
5	-3%	1%	-19%	·	61%[activator]	COc1ccc(OC)c(S(=O)(=O)N2CCN(C(=O)NC3CCCCC3)CC2)c1	?	2%[59 µM]	-9%	9%
6	-2%	-4%	-8%	0%	26%	Cn1c(C(O)c2ccccc2F)nc(Cl)c1Cl (stereo not given)	10%	5%	-2%	-3%
7	5%	3%	-19%	0%	10%	COc1ccc(Cc2nnc(NC(=O)c3ccccc3C)s2)cc1	-9%	7%	10%	-4%
8	0%	13%	6%	-3%	-9%	CCCCNC(=O)c1nn(-c2ccccc2OC)c(=O)c2ccccc12	-6%	8%[12.7 µM]	5%	4%
9	5%	3%	-9%	-11%	18%[57 µM]	COc1ccc(C)cc1NC(=O)Nc1ccccc1OCc1cc(=O)n2ccccc2n1	?	13%[59 µM]	6%	8%
10	10%	-22%	10µM*	-5%	?	S=c1[nH]nc(-c2cccs2)n1/N=C/c1cccs1	210%[activator]	1.3µM*	4%	-19%
11	·	1%	-16%	-4%	24%	Cc1cccc(C(=O)OC2CCN(C)CC2)c1	21%	-18%	0%	-16%
12	0%	0%	-5%[11.4 µM]	0%	39%[activator]	CCC(CC)C(=O)Nc1ccc(S(=O)(=O)Nc2nccs2)cc1	111%[activator]	·	-4%	-17%
13	-2%	16%	-33%	-3%	3%	COc1ccc(N2C(=O)CC(S/C(N)=N/N=C(\C)c3cccs3)C2=O)cc1 (stereo not given)	13%	17%	3%	-7%
14	-18%	-2%	?	?	?	C/C(=C\C=C(C#N)C#N)c1cc(C#N)c(N)o1	?	20µM*	?	25µM*
15	-7%	3%	-11%	3%	9%	Cc1ccc(N2CC(=O)N(c3ccc(C)cc3)CC2=O)cc1	-15%[58.9 µM]	6%	0%	1%
16	7%	-1%	-11%	1%	11%	O=C(CS(=O)(=O)Cc1ccccc1)NCCc1ccc(F)cc1	-8%	?	-2%	1%
17	i	5%	-20%	4%	41%[activator]	Cc1c(OC(C)C(=O)NCc2ccccn2)ccc2c3c(c(=O)oc12)CCC3 (stereo not given)	32%[activator]	21%	-8%	-4%
18	7%	-1%	-10%	·	13%	COc1ccc(Cc2nnc(SCC(=O)NC3(C#N)CCCCC3)n2N)cc1	22%	?	-17%	1%
19	0%	1%	-1%	-1%	31%	CCO[C@@H]1OC(C(=O)N2CCN(Cc3ccccc3)CC2)=C[C@H](C2CC2)[C@H]1CCCO	-7%	-14%[59 µM]	4%	-6%
20	-6%	3%	1%	-4%	21%	COc1ccc(S(=O)(=O)N2CC3C4C=CC(C4)C3C2)cc1 (stereo not given)	-5%	2%[0.0925 µM]	7%	12%
21	-4%	-3%	-15%	-1%	34%	OC1COC(OCC2OC(OCc3ccccc3)C(O)C(O)C2O)C(O)C1O (stereo not given)	-11%	-11%[59 µM]	-2%	0%
22	4%	0%	-9%	·	-22%	Cc1c(Cl)cccc1NC(=S)NC(=O)c1cncc(Br)c1	?	·	1%	·
23	-11%	-18%	3.2µM*	·	5µM*	O=C1Nc2ccc(Br)cc2/C1=N\N=C\C1=C(N2CCOCC2)C(=C/c2ccccc2)/CC1	23%	·	3%	·
24	7%	2%	-11%	-5%	20%	COc1ccc([N+](=O)[O-])cc1NC(=O)COC(=O)c1ccc(O)cc1	19%	1%[59 µM]	1%	5%
25	-3%	2%	-25%	-7%	31%	CCCCCn1c(CCCNC(=O)c2cccc(C)c2)nc2ccccc21	-27%	3%[59 µM]	90%[activator]	-23%
26	1%	-11%	-1%	-5%	29%	CCN1c2ccccc2-c2nc(SCC(=O)NCc3ccccc3)ncc2S1(=O)=O	13%	1%[59 µM]	22%	0%
27	-6%	-4%	-15%	-2%	31%	Cc1ccccc1CN1[C@@H]2c3ccccc3C[C@@H]2OCCS1(=O)=O	-4%&39%	-11%	2%	4%
28	-3%	?	-22%	-3%	19%	Oc1c(Br)cc(/C=N/NC(=S)NCC2CCCO2)cc1Br (stereo not given)	126%[activator]	5%[59 µM]	1%	?
29	-6%	6%	-13%	18µM*	9%	CS(=O)(=O)c1ccc2nc(NC(=O)c3ccc(Cl)nc3)sc2c1	?	?	10%	-14%
30	3%	6%	-22%	-2%	31%	Cc1ccc(C)c(NC(=O)CSc2cn(CC(=O)N3CCCC3)c3ccccc23)c1	20%	7%[59 µM]	-4%	2%

# Values in list order from the list:
# BLM helicase inh, entries 8 to 14 → -3%, -11%, -5%, -4%, 0%, -3%, ?
# PGK inhibitor, entries 8 to 14 → 0%, 5%, 10%, ·, 0%, -2%, -18%
# Pin1 inh, entries 8 to 14 → 5%, 6%, 4%, 0%, -4%, 3%, ?

# Next section:
nr	PGK inhibitor	GLS inh	JMJD2A Tudor inh	BLM helicase inh	HP1b chromo inh	SMILES	Pol iota inh	G9a block	Pin1 inh	BAZ2B inh
31	1%	2%	-6%	-4%	34%	Cc1cnc([N+](=O)[O-])n1CCOC(=O)NC(=O)c1c(F)cccc1F	25%	-6%	4%	-11%
32	-3%	5%	-14%	·	21%	COCCn1c(C)cc(C(=O)COC(=O)CNC(=O)c2ccco2)c1C	-3%	27%[59 µM]	-10%	12%
33	0%	-4%	?	1%	-7%	Cc1ccc(NC2CCCN(C(=O)c3cccc(-c4ncc[nH]4)c3)C2)cc1C (stereo not given)	20%	?	-11%	?
34	i	-1%	-6%	-9%	29%	O=C(Nc1cccc(Cl)c1)c1ccc(Cn2cc(Cl)cn2)cc1	31%[activator]	29%[59 µM]	-1%	8%
35	3%	12%	119%[activator]	-9%	171%[activator]	N/C(Cc1ccc(Cl)cc1Cl)=N\OC(=O)c1ccccc1F	-25%	75%[activator]	-1%	101%[activator]
36	0%	-1%	-5%	2%	43%[activator]	COc1ccc(-c2[nH]ncc2CN2CCC(OCc3ccccn3)CC2)c(F)c1	17%	?	-2%	-13%
37	-6%	-1%	9%	-2%	21%	CC1(C)CC(=O)N(c2ccc(Cl)c(Cl)c2)C(=O)C1	109%[activator]	-3%	8%	5%
38	8%	15%	-1%	-5%	44%[activator]	COc1ccc(Cl)cc1NC(=O)Cn1c(=O)n2nc(C)nc2c2ccccc21	-12%	?	-1%	6%
39	i	-9%	-12%	1%	0%	COc1cccc2sc(N3CCN(C(=O)CCS(=O)(=O)c4ccc(F)cc4)CC3)nc12	7%	-1%[59 µM]	1%	-5%
40	-2%	3%	-25%	-3%	14%	N#Cc1c(-c2ccc(F)cc2)cc(-c2cccnc2)nc1N	25%	-11%[59 µM]	12%	12%
41	-7%	12%	-22%	2%	10%	Cc1cc[n+]2cc(-c3cccc([N+](=O)[O-])c3)c(-c3cccc([N+](=O)[O-])c3)cc2c1	17%	?	3%	-11%

# Twelve entries already listed, ordered by molecular weight, rising.
nr	PGK inhibitor	GLS inh	JMJD2A Tudor inh	BLM helicase inh	HP1b chromo inh	SMILES	Pol iota inh	G9a block	Pin1 inh	BAZ2B inh
11	·	1%	-16%	-4%	24%	Cc1cccc(C(=O)OC2CCN(C)CC2)c1	21%	-18%	0%	-16%
34	i	-1%	-6%	-9%	29%	O=C(Nc1cccc(Cl)c1)c1ccc(Cn2cc(Cl)cn2)cc1	31%[activator]	29%[59 µM]	-1%	8%
12	0%	0%	-5%[11.4 µM]	0%	39%[activator]	CCC(CC)C(=O)Nc1ccc(S(=O)(=O)Nc2nccs2)cc1	111%[activator]	·	-4%	-17%
29	-6%	6%	-13%	18µM*	9%	CS(=O)(=O)c1ccc2nc(NC(=O)c3ccc(Cl)nc3)sc2c1	?	?	10%	-14%
33	0%	-4%	?	1%	-7%	Cc1ccc(NC2CCCN(C(=O)c3cccc(-c4ncc[nH]4)c3)C2)cc1C (stereo not given)	20%	?	-11%	?
17	i	5%	-20%	4%	41%[activator]	Cc1c(OC(C)C(=O)NCc2ccccn2)ccc2c3c(c(=O)oc12)CCC3 (stereo not given)	32%[activator]	21%	-8%	-4%
41	-7%	12%	-22%	2%	10%	Cc1cc[n+]2cc(-c3cccc([N+](=O)[O-])c3)c(-c3cccc([N+](=O)[O-])c3)cc2c1	17%	?	3%	-11%
18	7%	-1%	-10%	·	13%	COc1ccc(Cc2nnc(SCC(=O)NC3(C#N)CCCCC3)n2N)cc1	22%	?	-17%	1%
21	-4%	-3%	-15%	-1%	34%	OC1COC(OCC2OC(OCc3ccccc3)C(O)C(O)C2O)C(O)C1O (stereo not given)	-11%	-11%[59 µM]	-2%	0%
13	-2%	16%	-33%	-3%	3%	COc1ccc(N2C(=O)CC(S/C(N)=N/N=C(\C)c3cccs3)C2=O)cc1 (stereo not given)	13%	17%	3%	-7%
5	-3%	1%	-19%	·	61%[activator]	COc1ccc(OC)c(S(=O)(=O)N2CCN(C(=O)NC3CCCCC3)CC2)c1	?	2%[59 µM]	-9%	9%
9	5%	3%	-9%	-11%	18%[57 µM]	COc1ccc(C)cc1NC(=O)Nc1ccccc1OCc1cc(=O)n2ccccc2n1	?	13%[59 µM]	6%	8%
